# Assay outcomes (PubChem BioAssay)
# GSIS activator = GLuc luminescence reporter in INS-1E cells, primary screen for activators of glucose-dependent secretion of insulin | INS-1E GLuc reporter insulin secretion, 2-3 h | activation, % at 16.6 µM | actives 0.61% (n = 370,000) | AID 743287, 2014;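 active = lowest replicate activation of at least 40%, so every replicate reaches that level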;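 note: 0% = median of neutral control wells and 100% = median of IBMX positive control wells; some compounds called inactive have numbers as strong as hits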
# CFTR F508del cor = F508del CFTR correction, initial screen, CFBE line, single point; CFBE cells, YFP halide quenching; stimulated with forskolin plus potentiator P3; % fluorescence drop versus neutral controls; actives 0.36% (n = 350,000); activity (quench increase), % at 7.58 µM;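 active = mean added fluorescence quench of at least 8% versus neutral control, with both replicates also reaching 8%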;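 note: cells transiently co-express mutant CFTR-F508del with the halide-sensitive YFP; corrector assay measuring rescue of mutant channel to the surface after 24 h compound exposure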
# FN deposition inh = inhibitors of fibronectin matrix deposition, primary screen, AH1F cells, Alexa488-fibronectin fluorescence, plate reader; AH1F fibroblasts, overnight; inhibition, % at 12.6 µM; actives 0.086% (n = 350,000); AID 743247, 2014;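 active = mean inhibition across replicates of 30% or more, regardless of how many single replicates reach that level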;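 note: positive control wells lacked labelled fibronectin entirely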
#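 Material – AH1F fibroblast monolayer, labelled fibronectin deposition · Reagent – labelled fibronectin 24 nM · Timing – 1 h adhesion, overnight exposure · Measured by – fluorescence at 485 nm excitation, 525 nm emission · Read-out – inhibition of fibronectin deposition signal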
# PGC1a acetyl inh = inhibitors of PGC1a acetylation signal, primary screen, cell-based, U2OS, AlphaScreen, inhibitor mode; AlphaScreen anti-acetyl-lysine; with virally co-expressed GCN5 acetyltransferase; actives 0.17% (n = 350,000); AID 651687, 2012; inhibition, % at 15.6 µM;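 active = every replicate shows inhibition of at least 40%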;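 note: 0% = neutral control wells and 100% = positive control wells; some results beyond the cut were filed as inactive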
# Numbers without * were called inactive; . = no result given. Not all compounds are listed; the hit share may differ from the screen's.
1	Cc1nnc(Nc2ccc(Cl)c(C(F)(F)F)c2)[nH]c1=O
2	COc1nc(NCCO)nc(Nc2ccccc2F)n1
3	Cc1c(N=NC2=C(O)CCCC2=O)c(=O)n(-c2ccccc2)n1C
4	CC/C(=N\NC(=S)Nc1cc(C)ccc1C)c1ccc(OC(F)F)cc1
5	Nc1ccccc1Oc1c(F)c(F)c(Oc2ccccc2N)c(F)c1F
6	O=C(c1cc2ccccc2o1)N1CCC(N2CCC(C(=O)N3CCCC3)CC2)CC1
7	O=C(CCNS(=O)(=O)c1ccc(Br)s1)NCc1ccccc1
8	O=C(CCc1nnc(CCCc2ccccc2)o1)NCCCC1CCCC1
9	CN(C)C(=O)c1c(C(F)(F)F)nn(C)c1Cl
10	COc1cccc(NC(=O)N2CCN(S(C)(=O)=O)CC2)c1

Screen / compound no.,1,2,3,4,5,6,7,8,9,10
FN deposition inh,.,.,.,.,.,.,.,.,.,.
CFTR F508del cor,.,.,.,.,.,.,.,.,.,.
PGC1a acetyl inh,-1,-5,7,7,4,3,6,3,-2,-2
GSIS activator,8,21,7,-34,-12,-11,23,-44,27,-4

11	Cc1cc(N2CCN(C(=O)OC(C)(C)C)C[C@@H]2C)ccc1N1CCN(Cc2ccccc2)[C@@H](C)C1
12	COc1cc(/C=N/NC(=O)[C@H](Cc2c[nH]c3ccccc23)NC(=O)OCC(C)C)cc([N+](=O)[O-])c1O
13	O=C(NC(=S)NCc1ccc(Cl)cc1Cl)c1ccco1
14	COC(=O)C1=C(C)N(Cc2cccc(C(F)(F)F)c2)C(=NCc2ccc(OC)cc2)NC1c1ccccc1 (centres undefined)
15	CC(C)C(=O)N=C1SC2CS(=O)(=O)CC2N1Cc1ccc(Cl)cc1 (centres undefined)
16	CCCCCCC12C(=Cc3cc4c(cc31)OCCO4)c1cc(OC)c(OC)cc1C(CC(=O)O)N2C(=O)OC (centres undefined)
17	Cc1cc(NS(=O)(=O)c2ccc(NC(=O)c3cc(-c4ccccc4Cl)nc4ccccc34)cc2)no1
18	Cc1cccc(C)c1NC(=O)CN(c1c(C)cccc1C)S(C)(=O)=O
19	N#CC(C#N)=C1C=C2C=C(N3CCOCC3)CCC2CC1 (centres undefined)
20	COC(=O)C1=C(C)N(Cc2ccc(C(F)(F)F)cc2)C(=NCc2ccc(C(F)(F)F)cc2)NC1c1ccc(F)cc1 (centres undefined)

Screen / compound no.,11,12,13,14,15,16,17,18,19,20
FN deposition inh,-1,-6,7,6,-7,-10,1,2,-1,-1
CFTR F508del cor,-2.4,-1.1,6.4,-1.1,0.7,-1.9,0.2,3.1,70*,5.1
PGC1a acetyl inh,.,.,.,.,.,.,.,.,.,.
GSIS activator,.,.,.,.,.,.,.,.,.,.

21	COc1ccc(CN2C[C@@]3(O)CC[C@@H](O)[C@@H](OC)[C@@H]3[C@@](C)(O)[C@@H]2CC=C(C)C)cc1
22	Cc1cccc(Nc2nnc(SCC(=O)c3ccc(Br)s3)s2)c1C
23	CCc1ccc(/C=N/N2CCN(c3ccccn3)CC2)cc1
24	Cc1ccccc1OCc1csc(N)n1
25	CCCCCCCCN1C(=O)[C@H](CC(=O)NCCCOCCCC)C[C@@]2(C(=O)OC)CC(C)(C)CC=C12
26	CCCC[C@@H](CN[C@H](C)CNC)NCC1CCC(C(C)(C)C)CC1 (some centres undefined)
27	CCOC(=O)c1c(N)sc2c1CCCC2=O
28	O=C(O)CC1(CC(=O)Nc2ccc3c(c2)OCCCO3)CCCCC1
29	CCOC(=O)c1cccc(C(=O)Nc2nc3ccc(OC)cc3s2)n1
30	O=C(NNC(=O)c1ccc([N+](=O)[O-])cc1)c1ccc(F)cc1

Screen / compound no.,21,22,23,24,25,26,27,28,29,30
FN deposition inh,-13,-2,-22,3,3,-9,-2,5,8,-8
CFTR F508del cor,-2.4,-1.8,0.2,-2.3,0.9,0.8,-0.2,-2.3,-1.1,1.2
PGC1a acetyl inh,.,.,.,.,.,.,.,.,.,.
GSIS activator,.,.,.,.,.,.,.,.,.,.

31	COc1ccccc1/C=C/C=N/NC(=O)c1ccccn1
32	Nc1cccc(CN2CCCC2)c1
33	CCCCNC(=O)C[C@H]1C[C@@]2(C(=O)OC)C(=C[C@H](C(C)(C)C)O[C@@H]2C)N(CCC2=CCCCC2)C1=O
34	O=C(c1ccccc1)c1ccc(N2CCOCC2)cc1
35	O=c1[nH]c(=S)[nH]c2c1C(c1cccc(C(F)(F)F)c1)OC(CCc1ccccc1)C2 (centres undefined)
36	O=C(Nc1ccccc1N1CCCC1)c1cccc(Cl)c1Cl
37	Nc1[nH]c(C(=O)c2ccccc2)c(-c2ccncc2)c1C(=O)NCc1ccc(Cl)cc1
38	Nc1cc2[nH]c(=O)c3ccccc3c2cc1[N+](=O)[O-]
39	CCOC(=O)CN1CC(C)(C)N(CC(=O)OCC)CC1(C)C
40	CC[C@H](NC(=O)[C@@H](Cc1ccccc1)NC(=O)[C@H]1O[C@@H](n2cnc3c(=O)[nH]c(N)nc32)[C@H](O)[C@@H]1O)c1ccccc1

Screen / compound no.,31,32,33,34,35,36,37,38,39,40
FN deposition inh,9,-14,-6,3,-1,8,2,2,0,-2
CFTR F508del cor,5.0,-1.6,-0.4,-2.1,0.7,3.5,2.0,4.1,-4.1,0.3
PGC1a acetyl inh,.,.,.,.,.,.,.,.,.,.
GSIS activator,.,.,.,.,.,.,.,.,.,.

# In the list so far, three contain two or more sulfur atoms:
7	O=C(CCNS(=O)(=O)c1ccc(Br)s1)NCc1ccccc1
15	CC(C)C(=O)N=C1SC2CS(=O)(=O)CC2N1Cc1ccc(Cl)cc1 (centres undefined)
22	Cc1cccc(Nc2nnc(SCC(=O)c3ccc(Br)s3)s2)c1C

Screen / compound no.,7,15,22
FN deposition inh,.,-7,-2
CFTR F508del cor,.,0.7,-1.8
PGC1a acetyl inh,6,.,.
GSIS activator,23,.,.

# An excerpt from above in order of SMILES length, largest number first:
33	CCCCNC(=O)C[C@H]1C[C@@]2(C(=O)OC)C(=C[C@H](C(C)(C)C)O[C@@H]2C)N(CCC2=CCCCC2)C1=O
37	Nc1[nH]c(C(=O)c2ccccc2)c(-c2ccncc2)c1C(=O)NCc1ccc(Cl)cc1
38	Nc1cc2[nH]c(=O)c3ccccc3c2cc1[N+](=O)[O-]
39	CCOC(=O)CN1CC(C)(C)N(CC(=O)OCC)CC1(C)C
36	O=C(Nc1ccccc1N1CCCC1)c1cccc(Cl)c1Cl

Screen / compound no.,33,37,38,39,36
FN deposition inh,-6,2,2,0,8
CFTR F508del cor,-0.4,2.0,4.1,-4.1,3.5
PGC1a acetyl inh,.,.,.,.,.
GSIS activator,.,.,.,.,.

# Further structures follow.
41	COC(=O)c1ccc(-c2cccc(CN3CCN(c4ncc(Cc5ccccc5)cn4)CC3)c2)cc1
42	CN1OC[C@@H]2CN(CC3CCCCC3)[C@H](c3ccc(-c4ccc(C#N)cc4)cc3)C[C@@H]21
43	COc1ccc(-n2c(CN3CCN(c4ccc(F)cc4)CC3)nc3ccc([N+](=O)[O-])cc3c2=O)c(OC)c1
44	CCOC(=O)c1ccc(NC(=O)NC2=NCCS2)cc1
45	COc1ccccc1CCNC(=O)c1c(N)[nH]c(C(=O)c2ccccc2)c1-c1ccc(Br)cc1
46	COC(=O)C1=C(C)N(Cc2ccccc2C(F)(F)F)C(=NCc2ccc3c(c2)OCO3)NC1CCc1ccccc1 (centres undefined)
47	CCN(CC)CC(=O)N1c2ccccc2Oc2c(c(=O)n(C)c(=O)n2C)C1c1cccc([N+](=O)[O-])c1 (centres undefined)
48	N/C(CC(=O)Nc1ccc(F)c(Cl)c1)=N\OC(=O)c1cccs1
49	c1ccc(-c2nc(-c3ccncc3)n[nH]2)nc1
50	COc1ccccc1NC(=O)c1cc(C(=O)Nc2ccccc2OC)n(C)n1

Screen / compound no.,41,42,43,44,45,46,47,48,49,50
FN deposition inh,-11,-1,1,3,-16,-7,-2,4,6,8
CFTR F508del cor,-2.1,2.7,-0.4,3.7,-1.7,3.8,1.6,0.2,3.8,-1.8
PGC1a acetyl inh,.,.,.,.,.,.,.,.,.,.
GSIS activator,.,.,.,.,.,.,.,.,.,.

51	COc1ccc(Cl)cc1NC(=S)Nc1ccc(Cl)cn1
52	CC(OC(=O)C1=Cc2ccccc2OC1)C(=O)NCc1ccco1 (centres undefined)
53	CN(C)CCCNc1nc2sc3c(c2c(=O)n1CCc1ccccc1)CCCCC3
54	CCCCc1c(-c2ccccc2OC)ncn1Cc1ccccc1Cl
55	CCOC(=O)C1=C(C(=O)OCC)C2N(Cc3ccc(Br)cc3)c3ccccc3[C@@]23C[C@@H](C(=O)OC)N(S(=O)(=O)c2ccc(C(F)(F)F)cc2)C3=N1 (some centres undefined)
56	Cc1cc(=O)c(C(=O)c2ccccc2)c(C)o1
57	COc1cccc2c1OC1(N3CCOCC3)CCCCC1C2C[N+](=O)[O-] (centres undefined)
58	c1ccc(Cc2cnc(N3CCN(Cc4ccc5c(c4)OCCO5)CC3)nc2)cc1
59	COc1cc(OC)c(C(=O)OCC(=O)NC2CCCCCCC2)cc1OC
60	FC(F)(F)c1ccc(Cl)c(CN2CCN(c3ncc(Cc4ccccc4)cn3)CC2)c1

Screen / compound no.,51,52,53,54,55,56,57,58,59,60
FN deposition inh,12,-3,-5,-3,1,-1,-2,-1,-5,1
CFTR F508del cor,-0.2,-2.6,-0.2,-5.1,-1.3,-0.1,6.2,-0.2,1.6,-2.1
PGC1a acetyl inh,.,.,.,.,.,.,.,.,.,.
GSIS activator,.,.,.,.,.,.,.,.,.,.

# 2 records drawn at random from the list so far, as already listed:
53	CN(C)CCCNc1nc2sc3c(c2c(=O)n1CCc1ccccc1)CCCCC3
60	FC(F)(F)c1ccc(Cl)c(CN2CCN(c3ncc(Cc4ccccc4)cn3)CC2)c1

Screen / compound no.,53,60
FN deposition inh,-5,1
CFTR F508del cor,-0.2,-2.1
PGC1a acetyl inh,.,.
GSIS activator,.,.

# The list continues.
61	N#Cc1c(Cl)nc(N/N=C/c2ccccc2)c(Cl)c1Cl
62	CCN(Cc1ccccc1)C(=O)CSc1nncn1C
63	CC(C)[Si]1(C(C)C)OCC2OC(n3cnc4c(N)ncnc43)C(N)C2O[Si](C(C)C)(C(C)C)O1 (centres undefined)
64	Cc1ccc(-n2c(SCc3nc4ccccc4c(=O)[nH]3)nnc2-c2ccccc2O)cc1
65	COC(=O)C1(C(=O)OC)C[C@H](/C=C/c2ccccc2)N(Cc2ccccc2OC)[C@@H]1c1cccc(Br)c1
66	COC(=O)c1ccc(S(=O)(=O)N2CCCN(Cc3ccccc3)CC2)n1C
67	CCOCc1[nH]c(=S)[nH]c(=O)c1Cc1ccc(OC(C)C)cc1
68	c1ccc(CC2CCN(c3ncnc4sccc34)CC2)cc1
69	O=C(c1ccc2c(c1)OCCCO2)N1CCCCC1
70	COC(=O)C1=C(C)N(C)C(=NCc2cc(OC)c(OC)c(OC)c2)NC1c1ccc(C(F)(F)F)cc1 (centres undefined)

Screen / compound no.,61,62,63,64,65,66,67,68,69,70
FN deposition inh,-2,7,-12,-4,-2,-5,-4,-5,-3,12
CFTR F508del cor,-3.3,-0.4,-0.1,0.4,-3.8,-1.0,-3.8,4.5,-1.0,-1.9
PGC1a acetyl inh,.,.,.,.,.,.,.,.,.,.
GSIS activator,.,.,.,.,.,.,.,.,.,.

71	CCOC(=O)C1=C(C(=O)OCC)C2N(Cc3ccc(C#N)cc3)c3ccccc3[C@@]23C[C@@H](C(=O)OC)N(S(=O)(=O)c2cccs2)C3=N1 (some centres undefined)
72	CC(C)[C@H](NC(=O)CC1CCCC1)C(=O)N1CCC[C@H]1C(=O)NCc1ccccc1
73	CCC(C)NC(=O)c1ccccc1NC(=O)CN(c1cc(C)ccc1OC)S(C)(=O)=O (centres undefined)
74	COC(=O)C1=C(C)N(C)C(=NCc2ccc(OC)cc2)NC1c1cccc(F)c1 (centres undefined)
75	COC(=O)[C@]12C[C@H](CC(=O)N3CCC(c4ccccc4)CC3)C(=O)N(Cc3ccccc3)C1=C[C@H](C1CCCC1)O[C@@H]2C
76	CC1(C)N([O-])c2cc([N+](=O)[O-])ccc2[N+]1=O

Screen / compound no.,71,72,73,74,75,76
FN deposition inh,-7,-4,-6,3,2,-5
CFTR F508del cor,3.2,0.0,-1.8,0.3,3.6,-1.5
PGC1a acetyl inh,.,.,.,.,.,.
GSIS activator,.,.,.,.,.,.
